Assay outcomes from PubChem BioAssay.
A549 viability = A549 cytotoxicity, counter-screen for Nrf2 inhibitors; A549 ARE-Fluc cells, CellTiter-Fluor viability, 18-24 h; AID 504648; 390,000 tested, 0.16% active; Potency, µM (doses to about 46 µM), for the others: at the top dose activity change, negative = cytotoxicity, hits mostly inhibitors; note: % is set by controls: 0 for no effect and ±100 for the full control effect
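A549 ARE-Fluc cells in 5% FBS OPTI-MEM, 5000 cells/well, rested 2 h then exposed to compounds in concentration-response for 18-24 h at 37 °C. Viability by CellTiter-Fluor fluorescence (Ex 405/Em 525) after 30 min; luciferase luminescence (BugLite, 15 min, RT) read afterwards.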
Nrf2 ARE act = activates Nrf2 signaling; AREc32 ARE-luciferase reporter (MCF7-derived line), luminescence, 24 h; Potency, µM (highest dose often 46.1 µM), inactives show top-dose activation, actives largely listed as activators; 410,000 tested, 0.31% active; note: % of control where 0% means no effect; nearly all actives have a fitted effect of over 65% in size
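AREc32 cells carrying an ARE-driven firefly luciferase reporter were seeded at 1000 cells/well in OPTI-MEM with 5% FBS, then exposed to compound for 24 hr at 37 deg C. Luminescence was read with Steady-Glo after 30 min at RT.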
Nrf2 block = blocks Nrf2 signaling; A549 ARE-Fluc reporter, luciferase luminescence, 18-24 h; Potency, µM (top dose mostly 46 µM), without a hit: at the top dose activity change, negative = inhibition, hits mostly inhibitors; 360,000 tested, 2.1% active; note: % is set by controls: 0 for no effect and ±100 for the full control effect; nearly all actives have a fitted effect of over 60% in size
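A549 ARE_Fluc cells (5000/well, 5% FBS OPTI-MEM) pre-incubated 2 h, then treated with compounds 18-24 h at 37C/5% CO2 in concentration-response. CellTiter-Fluor viability read first; BugLite luciferase luminescence after 15 min at room temperature gives Nrf2 activity.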
EPAC2 antagonist = blocks human EPAC2 exchange factor; Q8WZA2; EPAC2 GEF exchange of Rap1B-BODIPY-GDP, fluorescence; Potency, µM (highest dose often 114 µM), inactives show at the top dose activity, negative = inhibition, hits mostly inhibitors; 360,000 tested, 0.18% active; AID 720708; note: % is set by controls: 0 for no effect and ±100 for the full control effect; nearly all actives have a fitted effect of over 45% in size; many of its hits are not listed in these tables
Target sequence (Q8WZA2 whole entry, looked up): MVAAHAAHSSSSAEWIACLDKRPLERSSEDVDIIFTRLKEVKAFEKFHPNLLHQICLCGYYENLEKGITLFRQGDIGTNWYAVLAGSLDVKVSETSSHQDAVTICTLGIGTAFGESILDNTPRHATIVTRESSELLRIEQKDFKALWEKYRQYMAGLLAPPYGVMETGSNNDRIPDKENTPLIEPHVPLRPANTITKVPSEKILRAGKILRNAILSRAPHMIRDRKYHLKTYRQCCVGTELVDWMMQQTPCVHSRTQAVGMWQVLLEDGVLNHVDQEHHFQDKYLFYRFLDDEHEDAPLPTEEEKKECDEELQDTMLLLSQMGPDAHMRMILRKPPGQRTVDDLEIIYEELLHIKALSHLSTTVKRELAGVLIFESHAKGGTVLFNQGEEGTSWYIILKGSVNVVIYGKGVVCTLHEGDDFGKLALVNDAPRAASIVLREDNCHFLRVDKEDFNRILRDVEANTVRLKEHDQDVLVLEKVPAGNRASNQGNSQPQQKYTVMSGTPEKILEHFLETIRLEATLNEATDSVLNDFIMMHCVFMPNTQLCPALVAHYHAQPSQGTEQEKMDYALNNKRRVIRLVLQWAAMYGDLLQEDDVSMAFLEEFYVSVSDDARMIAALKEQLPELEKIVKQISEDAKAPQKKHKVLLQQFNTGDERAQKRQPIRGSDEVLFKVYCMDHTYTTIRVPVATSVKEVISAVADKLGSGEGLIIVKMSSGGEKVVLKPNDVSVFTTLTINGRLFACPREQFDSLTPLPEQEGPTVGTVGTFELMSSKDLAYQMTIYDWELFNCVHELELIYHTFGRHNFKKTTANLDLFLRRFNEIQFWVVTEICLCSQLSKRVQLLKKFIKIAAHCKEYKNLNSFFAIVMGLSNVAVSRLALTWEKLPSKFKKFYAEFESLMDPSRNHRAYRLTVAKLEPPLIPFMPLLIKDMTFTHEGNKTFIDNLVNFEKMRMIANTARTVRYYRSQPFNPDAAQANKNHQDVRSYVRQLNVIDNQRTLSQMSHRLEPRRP
TGFb SMAD3 inh = blocks TGF-b signaling. HepG2 CAGA-GFP TGF-b/SMAD3 reporter, GFP fluorescence, 18 h; TGF-beta stimulated, 500 pg/mL final. 410,000 tested, 1.2% active. Potency, µM (titrated, usually from 46.1 µM), without a hit: top-dose activity, negative = inhibition, most hits filed as inhibitors. AID 588855; note: % is set by controls: 0 for no effect and ±100 for the full control effect; nearly all actives have a fitted effect of over 65% in size
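Smad-responsive CAGA-GFP expression was quantified in HEPG2 cells exposed to compounds and 500 pg/mL final TGF-beta for 18 h at 37 degrees C; unstimulated wells defined full inhibition.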
HepG2 viability = counter-screen for TGF-b inhibitors: cytotoxicity in HepG2 cells; HepG2 CAGA-GFP viability, ATP luminescence, 18 h; Potency, µM (highest dose often 46.1 µM), for inactives: at the highest dose activity change, negative = cytotoxicity, hits mostly cytotoxic; 410,000 tested, 0.76% active; note: some results filed as inactive show a strong effect at the top dose
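HepG2 CAGA-GFP cells (1000/well, DMEM with 1% FBS) received compound, then TGF-beta at 500 pg/mL final, and were incubated 18 hours at 37 degrees C. Viability was read by CellTiter-Glo luminescence. Media-only wells were set as complete cell-killing and DMSO as no toxicity.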
ATXN2 expr inh = reduces ATXN2 reporter expression in HEK-293 cells; HEK-293 ATXN2-luciferase reporter, luminescence, 24 h; Potency, µM (highest dose often 57 µM), without a hit: at the top dose activity change, negative = inhibition, hits mostly inhibitors; 360,000 tested, 0.72% active; AID 1745845; note: % is set by controls: 0 for no effect and ±100 for the full control effect; nearly all actives have a fitted effect of over 55% in size
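qHTS (up to 57 uM final) was run with 24 h compound exposure of reporter cells at 37 °C. Each well was multiplexed: SteadyGlo luminescence measured ATXN2-luciferase expression after a fluorogenic Gly-Phe-AFC viability readout (25 uM final).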
S2 tox = cell viability loss in ATXN counter-screen; S2 cells (HEK-293 line with an ATXN2-luciferase reporter) viability, CellTiter-Fluor protease fluorescence, 24 h; Potency, µM (top dose mostly 56.7 µM), most hits filed as cytotoxic; 400,000 tested, 0.49% active; AID 651635; note: nearly all actives have a fitted effect of over 40% in size
MCF10A rerep = induces DNA re-replication in MCF 10a normal breast cells. MCF 10A DNA re-replication, Hoechst nuclear intensity, 48 h. Potency, µM (top dose mostly 46.1 µM), for inactives: top-dose activity, positive = re-replication, usual class: activators. 350,000 tested, 2.9% active. AID 624296; note: % of control where 0% means no effect; nearly all actives have a fitted effect of over 50% in size
* = called active by the depositor; ! = not confirmed by another sample; [ ] = another dose, or the depositor's remark. Calls come from the whole dose curve; as a rule, active = well fitted curve in the direction sought with a large enough effect; inconclusive = small, poorly fitted or top-dose-only effect, or another doubt; inactive = no such curve, though single readings can be large; an effect the other way counts as inactive or inconclusive. Potency is the fitted concentration of half-maximal effect. The list is partial; rates above refer to the full screens.

COc1ccc(CN2[C@@H](CC(C)=O)c3ccc(/C=C/C(C)=O)cc3S2(=O)=O)cc1 was read as A549 viability 0%, Nrf2 ARE act 23%, Nrf2 block 4%, EPAC2 antagonist -6%, TGFb SMAD3 inh inconclusive, HepG2 viability 11µM*!, ATXN2 expr inh inconclusive, S2 tox inconclusive and MCF10A rerep inconclusive.
For COc1ccc(CCNC(=O)CCCCCN2C(=O)[C@@H]3Cc4ccccc4CN3C2=O)cc1OC the results were A549 viability -1%, Nrf2 ARE act -0.3%, Nrf2 block -17%, EPAC2 antagonist 3%, TGFb SMAD3 inh -6%, HepG2 viability 1%, ATXN2 expr inh -7%, S2 tox inactive and MCF10A rerep 1%.
For NC(=O)C1CCCN(S(=O)(=O)c2ccc3ccccc3c2)C1 (stereo not drawn) the results were A549 viability 0%, Nrf2 ARE act -0.5%, Nrf2 block -1%, EPAC2 antagonist 3%, TGFb SMAD3 inh 5%, HepG2 viability 0%, ATXN2 expr inh 4%, S2 tox inactive and MCF10A rerep 0%.
Screening COc1cccc(NC(=O)CSc2nnc(Cn3nnc4ccccc43)n2C)c1 returned A549 viability -14%, Nrf2 ARE act 0.0%, Nrf2 block -16%, EPAC2 antagonist 12%[57.1 µM], TGFb SMAD3 inh -13%, HepG2 viability -92%, ATXN2 expr inh 2%, S2 tox inactive and MCF10A rerep -9%.
For Cc1cccc2nc(CNC(=O)CC3C(=O)NCCN3Cc3cccc(F)c3)cn12 (stereo not drawn) the results were A549 viability -5%, Nrf2 ARE act 4.1%, Nrf2 block inconclusive, EPAC2 antagonist -4%, TGFb SMAD3 inh -2%, HepG2 viability -17%, S2 tox inactive and MCF10A rerep 18%.
Screening Cc1ccc(C(C)C)cc1OCC(=O)NNC(=O)Nc1ccccc1 returned A549 viability 0%, Nrf2 ARE act -0.4%, Nrf2 block -3%, EPAC2 antagonist -2%, TGFb SMAD3 inh -19%, HepG2 viability -2%, ATXN2 expr inh -18%, S2 tox inactive and MCF10A rerep 12%.
For Cc1ccccc1NC(=O)Nc1nnc(CC(=O)NCc2ccccc2)s1 the results were A549 viability 1%, Nrf2 ARE act -0.1%, Nrf2 block 5%, EPAC2 antagonist 8%, TGFb SMAD3 inh 1%, HepG2 viability -4%, ATXN2 expr inh -2%, S2 tox inconclusive and MCF10A rerep -2%.
For CCOc1c(Nc2ccc(C(C)C)cc2)c(=O)c1=O the results were A549 viability -1%, Nrf2 ARE act 1.9%, Nrf2 block 0%, EPAC2 antagonist -10%, TGFb SMAD3 inh -10%, HepG2 viability -10%, S2 tox inactive and MCF10A rerep 2%.
O=C(c1cccs1)N(Cc1ccco1)Cc1cc2ccccc2[nH]c1=O was read as A549 viability 1%, Nrf2 ARE act 3.0%, Nrf2 block -8%, EPAC2 antagonist 10%, TGFb SMAD3 inh -8%, HepG2 viability 2%, ATXN2 expr inh 8%, S2 tox inconclusive and MCF10A rerep 0%.
`CCN1CCN(CCNC(=O)c2ccc3c(c2)NC(=O)/C(=C\c2cccc(Cl)c2)S3)CC1` gave Nrf2 ARE act 5.3%, EPAC2 antagonist 0%, TGFb SMAD3 inh 5%, HepG2 viability -16% and S2 tox inactive.
Screening COc1cc(C(=S)N2CCCC2)ccc1OCc1ccc(C)cc1 returned A549 viability -2%, Nrf2 ARE act 4.9%, Nrf2 block 0%, EPAC2 antagonist -2%, TGFb SMAD3 inh 0%, HepG2 viability 1%, S2 tox inconclusive and MCF10A rerep 2%.
COC(=O)Cn1c(=NC(=O)c2ccc(OC)cc2)sc2cc(OC)ccc21 was read as A549 viability 1%, Nrf2 ARE act 3.7%, Nrf2 block 7%, EPAC2 antagonist 2%, TGFb SMAD3 inh 16%, HepG2 viability 1%, ATXN2 expr inh -16%, S2 tox inactive and MCF10A rerep 2%.
CCOc1cc(OCC)cc(C(=O)Nc2cccc(C(C)=O)c2)c1 was read as A549 viability -18%, Nrf2 ARE act 2.5%, Nrf2 block -21%, EPAC2 antagonist -14%, TGFb SMAD3 inh 1%, HepG2 viability -1%, ATXN2 expr inh -8%, S2 tox inactive and MCF10A rerep 6%.
Screening COc1ccc(CNC[C@@H](CCCCN(C)Cc2ccc(OC)cc2)N2C[C@H](c3ccccc3)N(CCc3ccc(Cl)c(Cl)c3)C(=O)C2=O)cc1 returned A549 viability -10%, Nrf2 ARE act -3.3%, Nrf2 block 16%, EPAC2 antagonist 31%[activator], TGFb SMAD3 inh inconclusive, HepG2 viability -103%, ATXN2 expr inh -12% and MCF10A rerep inconclusive.
For CC1CCCC(C)N1C(=O)COc1ccc(F)cc1 (stereo not drawn) the results were A549 viability 1%, Nrf2 ARE act -0.6%, Nrf2 block 14%, EPAC2 antagonist -7%, TGFb SMAD3 inh 4%, HepG2 viability 8%, ATXN2 expr inh 0%, S2 tox inactive and MCF10A rerep 15%.
Screening COc1ccc([N+](=O)[O-])c(OC)c1C(=O)NC(=O)Nc1c(F)c(F)c(F)c(F)c1F returned A549 viability -12%, Nrf2 ARE act 23%, Nrf2 block -7%, EPAC2 antagonist 4%, TGFb SMAD3 inh 0%, HepG2 viability -8%, S2 tox inactive and MCF10A rerep -11%.
Screening COCCN(C(=O)CSc1n[nH]c(-c2ccc(OC)cc2)n1)c1c(N)n(Cc2ccccc2)c(=O)[nH]c1=O returned A549 viability -1%, Nrf2 ARE act -0.5%, Nrf2 block 4%, EPAC2 antagonist -4%, TGFb SMAD3 inh -1%, HepG2 viability 2%, ATXN2 expr inh 3%, S2 tox inactive and MCF10A rerep -2%.
`CN(C)CCCC1Sc2ccccc2Sc2ccccc21` (stereo not drawn) gave A549 viability 0%, Nrf2 ARE act 6.9%, Nrf2 block 0%, EPAC2 antagonist -3%, TGFb SMAD3 inh inconclusive, HepG2 viability -41%, ATXN2 expr inh -32%, S2 tox inconclusive and MCF10A rerep 9%.
For CSCCC(NC(=O)c1ccccc1Br)C(=O)NCC1CCCCC1 (stereo not drawn) the results were A549 viability 1%, Nrf2 ARE act -0.2%, Nrf2 block -14%, EPAC2 antagonist -1%, TGFb SMAD3 inh -15%, HepG2 viability -8%, ATXN2 expr inh -3%, S2 tox inactive and MCF10A rerep -6%.
For O=C(OCC(F)(F)C(F)F)c1ccccc1C(=O)Oc1ccc(F)cc1F the results were A549 viability 0%, Nrf2 ARE act -0.2%, Nrf2 block 10%, EPAC2 antagonist -7%, TGFb SMAD3 inh -7%, HepG2 viability -12%, ATXN2 expr inh 5%, S2 tox inactive and MCF10A rerep 17%.
COc1ccccc1N1CCN(S(=O)(=O)c2c(C)sc3ncn(CC(=O)Nc4ccc(C)cc4Br)c(=O)c23)CC1 was read as A549 viability 6%, Nrf2 ARE act 0.4%, Nrf2 block 6%[9.27 µM], TGFb SMAD3 inh 0%, HepG2 viability 1%, ATXN2 expr inh -11% and S2 tox inactive.
For O=C1CCCCN1CCc1c[nH]c2ccccc12 the results were A549 viability -6%, Nrf2 ARE act 2.6%, Nrf2 block 12%, EPAC2 antagonist 13%, TGFb SMAD3 inh 2%, HepG2 viability -7%, ATXN2 expr inh 31%, S2 tox inactive and MCF10A rerep 7%.
Screening CC(=O)Nc1ccccc1NC(=O)C/C(C)=N/NC(=O)C(=O)N1CCCCC1 returned A549 viability 2%, Nrf2 ARE act 3.6%, Nrf2 block -8%, EPAC2 antagonist -4%, TGFb SMAD3 inh -30%, HepG2 viability -11%, ATXN2 expr inh -29%, S2 tox inactive and MCF10A rerep -5%.
Screening CCOc1ccccc1NC(=O)COC(=O)c1c(CC)noc1C returned A549 viability 0%, Nrf2 ARE act 1.3%, Nrf2 block -13%, EPAC2 antagonist 7%, TGFb SMAD3 inh 18%, HepG2 viability 0%, ATXN2 expr inh -3%, S2 tox inactive and MCF10A rerep 12%.
For CC1(C)OC(=O)C2=C(C[C@@H](C3CCCC3)O[C@H]2c2ccc(Cl)cc2)O1 the results were Nrf2 ARE act 3.4%, EPAC2 antagonist -21%, ATXN2 expr inh -5% and S2 tox inactive.
COc1ccc(-c2csc(NS(=O)(=O)c3ccc([N+](=O)[O-])cc3)n2)cc1 was read as A549 viability 0%, Nrf2 ARE act -0.4%, Nrf2 block -26%, EPAC2 antagonist -4%, TGFb SMAD3 inh -24%, HepG2 viability -25%, ATXN2 expr inh -17%, S2 tox inactive and MCF10A rerep inconclusive.
For Cc1nn(CC(=O)Nc2ccc3c(c2)OCO3)c(C)c1[N+](=O)[O-] the results were A549 viability 0%, Nrf2 ARE act -0.3%, Nrf2 block -2%, EPAC2 antagonist -2%, TGFb SMAD3 inh 4%, HepG2 viability -2%, ATXN2 expr inh -10%[11.3 µM], S2 tox inactive and MCF10A rerep -3%.
O=C(O)CCc1nnc2n(Cc3ccc(F)cc3)c(=O)c3ccccc3n12 was read as A549 viability inconclusive, Nrf2 ARE act -0.3%, Nrf2 block 13%, EPAC2 antagonist 4%, TGFb SMAD3 inh -10%, HepG2 viability 0%, ATXN2 expr inh -4%, S2 tox inactive and MCF10A rerep 17%.
For Cc1ccc(Nc2nc(N)nc(CN3CCN(C)CC3)n2)cc1 the results were A549 viability 2%, Nrf2 ARE act 2.4%, Nrf2 block 21%, EPAC2 antagonist -3%, TGFb SMAD3 inh 5%, HepG2 viability -29%, ATXN2 expr inh 27%, S2 tox inconclusive and MCF10A rerep 1%.
For Cc1nc(N2CCN(c3ccccn3)CC2)c2c(C)c(C(=O)Nc3ccc(F)cc3F)sc2n1 the results were A549 viability 2%, Nrf2 ARE act 0.7%, Nrf2 block inconclusive, EPAC2 antagonist -7%, TGFb SMAD3 inh -24%, HepG2 viability -5%, ATXN2 expr inh inconclusive, S2 tox inconclusive and MCF10A rerep inconclusive.
CC(NC(=O)c1cc2ccccn2n1)c1ccccc1 (stereo not drawn) was read as A549 viability -8%, Nrf2 ARE act 0.6%, Nrf2 block -13%, TGFb SMAD3 inh -3%, HepG2 viability -31%, ATXN2 expr inh 4% and S2 tox inactive.
